Bioassay records from PubChem BioAssay.
3CLpro inhibitor: SARS-CoV 3CLpro protease inhibitors, primary screen, biochemical, quenched FRET | 290,000 compounds, 0.14% hits | inhibition, % at 6 µM | Replicase polyprotein 1ab (Severe acute respiratory syndrome coronavirus), P0C6X7 | recombinant SARS-CoV 3CLpro, quenched FRET peptide cleavage | AID 1706, 2009; in the data active = inhibition above about 12%
PriA SSB inh: inhibitors of Klebsiella pneumoniae PriA binding to SSB C-terminal tail, primary screen, biochemical, AlphaScreen. PriA–SSB C-terminal tail interaction (Klebsiella pneumoniae). AlphaScreen SSBct-PriA binding, biotinylated peptide. inhibition, % at 33 µM. 430,000 compounds, 0.6% hits. AID 1272365, 2023; in the data active = inhibition mostly above about 37%, no sharp cut-off; inactive = mostly below about 20%;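 note: plate controls were negative control peptide for no effect and reference peptide for full effect; strong numbers were not always called active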
CCHF vOTU inh: CCHFV vOTU protease inhibitors, primary screen, biochemical, Pep-AMC substrate, fluorescence; 370,000 compounds, 0.55% hits; inhibition, % at 11.5 µM; AID 651958, 2012; in the data active = inhibition above about 30%; note: 0% = vehicle wells with enzyme and 100% = no enzyme wells
PrPC surface inh: inhibitors of human cell surface prion protein PrPC, primary screen, cell-based, TR-FRET; inhibition, % at 13.8 µM; Major prion protein (Homo sapiens), P04156; 370,000 compounds, 0.43% hits; TR-FRET read-out; in the data active = inhibition above about 24%; note: 0% = median of the test wells and 100% = reference compound wells
TcdB GH inh: TcdB glycohydrolase inhibitors, primary screen, biochemical, single point, plate reader. inhibition, % at 9.99 µM. 350,000 compounds, 0.24% hits. TcdB glycohydrolase enzymatic assay; in the data active = inhibition above about 10%
Yp Topo-I inh: Yersinia pestis topoisomerase I inhibitors, primary screen, biochemical, cleavage product accumulation, plate reader, single point. DNA topoisomerase I (Yersinia pestis CO92). Y. pestis Topo-I cleavage product accumulation. activity, % at 10 µM. 360,000 compounds, 0.064% hits. AID 504884, 2011; in the data active = activity above about 50%, passing the limit was not always enough; note: inactives centre near 2
Rv3671c inh: Rv3671c serine protease inhibitors, primary screen, biochemical, fluorescence polarization, M. tuberculosis H37Rv; inhibition, % at 5.96 µM; 320,000 compounds, 0.048% hits; AID 2606, 2010; in the data active = inhibition above about 38%;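 note: extracellular domain of Rv3671c used as enzyme; 0% = enzyme with DMSO and 100% = no enzyme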
Target sequence (P9WHR9 whole entry, looked up, the tested form may be a part): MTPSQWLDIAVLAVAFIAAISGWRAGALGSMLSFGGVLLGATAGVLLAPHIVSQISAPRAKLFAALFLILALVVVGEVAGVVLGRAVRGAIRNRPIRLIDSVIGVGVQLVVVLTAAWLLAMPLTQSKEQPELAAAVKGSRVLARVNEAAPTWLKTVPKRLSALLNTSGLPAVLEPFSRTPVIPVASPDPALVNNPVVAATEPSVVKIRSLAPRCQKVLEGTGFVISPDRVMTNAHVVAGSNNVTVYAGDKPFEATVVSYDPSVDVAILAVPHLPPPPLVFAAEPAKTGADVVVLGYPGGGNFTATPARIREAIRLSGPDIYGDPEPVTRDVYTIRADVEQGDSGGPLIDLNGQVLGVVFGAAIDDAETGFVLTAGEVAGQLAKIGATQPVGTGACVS
MazF activator: activators of E. coli MazEF toxin-antitoxin RNase, primary screen, biochemical, fluorescence, uHTS | Endoribonuclease toxin MazF (Escherichia coli (strain K12)), P0AE70 | FAM/BHQ RNA-DNA oligo cleavage fluorescence, 5 h | activation, % at 20 µM | 350,000 compounds, 0.32% hits | AID 504720, 2011; in the data active = activation above about 50%
Target sequence (P0AE70 whole entry, looked up): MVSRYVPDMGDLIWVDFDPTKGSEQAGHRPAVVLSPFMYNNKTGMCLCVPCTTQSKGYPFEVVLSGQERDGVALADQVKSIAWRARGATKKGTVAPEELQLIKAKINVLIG
BH1578 lux ind: inducers of Vibrio cholerae quorum light production without autoinducers, primary screen, BH1578 luxS cqsA deficient, single point; V. cholerae BH1578 lux reporter, luminescence, 6 h; activation, % at 18.7 µM; 350,000 compounds, 0.16% hits; in the data active = activation mostly above about 9.7%, no sharp cut-off; note: not every result past the cut was called active; inactives centre near 0; reference of the scale not given here
DUSP3 inh: VHR1 phosphatase inhibitors, primary screen, biochemical, absorbance, uHTS | recombinant VHR phosphatase, pNPP absorbance | inhibition, % at 13.3 µM | 290,000 compounds, 0.52% hits | AID 1654, 2009; in the data active = inhibition above about 50%; note: some compounds called inactive have numbers as strong as hits
Target sequence (P51452 whole entry, looked up): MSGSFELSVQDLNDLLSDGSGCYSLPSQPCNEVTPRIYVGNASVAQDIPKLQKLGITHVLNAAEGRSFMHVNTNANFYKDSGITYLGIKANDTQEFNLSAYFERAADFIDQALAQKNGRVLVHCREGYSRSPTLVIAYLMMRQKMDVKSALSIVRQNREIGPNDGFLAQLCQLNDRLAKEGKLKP
* = called active by the depositor; i = inactive; nt = no result given. These rows are one share of the data, so the mix of outcomes need not match the whole.

Keys – A = 3CLpro inhibitor; B = PriA SSB inh; C = CCHF vOTU inh; D = PrPC surface inh; E = TcdB GH inh; F = Yp Topo-I inh; G = Rv3671c inh; H = MazF activator; I = BH1578 lux ind; J = DUSP3 inh
#1 Cc1oc2cc3oc(=O)c(CCC(=O)NCCC(=O)O)c(C)c3cc2c1C
  A = 2	B = -4	C = -35	D = -2	E = 0.0	F = 3	G = -8	H = -2	I = i	J = 7
#2 CC1=C(C(=O)Nc2ccc(C(=O)N3CCN(c4cccc(Cl)c4)CC3)cc2)SCCO1
  A = 2	B = -4	C = 3	D = 10	E = 1.0	F = 25	G = -3	H = -3	I = -2.5	J = -3
#3 Nc1nnc(SCC(=O)NN2C(=O)NC3(CCCCC3)C2=O)s1
  A = -7	B = -5	C = -1	D = -2	E = nt	F = -1	G = 0	H = 2	I = 0.0	J = 5
#4 CS(=O)(=O)N(CC(=O)N1CCN(c2ccc(F)cc2)CC1)c1ccc(F)c(Cl)c1
  A = 3	B = -7	C = -10	D = 0	E = nt	F = 2	G = 5	H = -19	I = i	J = 26
#5 CCN(C(=O)COC(=O)/C=C/c1nc2ccccc2s1)c1c(N)n(Cc2ccccc2)c(=O)[nH]c1=O
  A = nt	B = 0	C = 14	D = -1	E = 0.2	F = 9	G = nt	H = -2	I = i	J = nt
#6 Cn1c(SCC(=O)N2CCN(c3ccccc3)CC2)nnc1-c1ccccc1
  A = 4	B = 1	C = -3	D = 3	E = nt	F = -8	G = 4	H = -15	I = i	J = 25
#7 COc1ccc(Nc2nnc(SCC(=O)NC3CC3)s2)cc1
  A = nt	B = 6	C = 14	D = 4	E = 0.7	F = 5	G = 2	H = 6	I = 1.5	J = nt
#8 O=C(Nc1ccccc1)Nc1c(F)cccc1F
  A = 5	B = -4	C = 3	D = 9	E = 1.2	F = 4	G = 3	H = -4	I = -0.2	J = 8
#9 CC(NC(=O)Nc1ccc(Cl)cc1)C1CCCO1 (stereo unspecified)
  A = 6	B = -2	C = 10	D = 9	E = 1.2	F = 1	G = -12	H = -2	I = -3.6	J = 22
#10 COc1ccccc1CC(=O)Nc1cc(S(=O)(=O)N2CCOCC2)ccc1N1CCOCC1
  A = nt	B = 3	C = 7	D = -4	E = -0.9	F = 18	G = -8	H = -5	I = -0.6	J = nt
#11 CCC(C)Sc1cccc(-c2nc3ccccn3c2NCc2ccccc2)c1 (stereo unspecified)
  A = nt	B = 9	C = -6	D = 5	E = 0.2	F = -4	G = 1	H = 1	I = -0.4	J = nt
#12 CC(=O)c1sc(NC(=O)CN2C(=O)CCC2=O)nc1C
  A = -1	B = 0	C = 11	D = 1	E = nt	F = -6	G = -3	H = -1	I = -0.3	J = nt
#13 COc1ccc(/C=N/NC(=O)c2ccn[nH]2)cc1Cn1cc([N+](=O)[O-])cn1
  A = 1	B = i	C = -4	D = -2	E = -1.7	F = -3	G = 0	H = 1	I = i	J = 29
#14 CCCCNC(=O)C1CC(=O)N(CCc2ccccc2)C1 (stereo unspecified)
  A = 0	B = -10	C = -2	D = 12	E = 0.1	F = 3	G = -2	H = 3	I = -0.8	J = 41
#15 CCCS(=O)(=O)NCCc1cc2ccc(OC)cc2[nH]c1=O
  A = 3	B = -3	C = 0	D = 1	E = 0.5	F = -7	G = -10	H = 5	I = -0.2	J = 6
#16 C[n+]1ccc(C(=O)Nc2ccccc2Cl)cc1
  A = 1	B = -19	C = -10	D = -26	E = -0.2	F = 4	G = -1	H = 8	I = 0.7	J = 9
#17 CCCC12CN3CC(CCC)(CN(C1)C3c1ccccn1)C2=O (stereo unspecified)
  A = -1	B = 58*	C = 3	D = 1	E = nt	F = -4	G = 7	H = -4	I = -0.2	J = 7
#18 Cc1ccc(C(=O)NCCCN2CCOCC2)c(Cl)c1
  A = -5	B = -1	C = -8	D = -6	E = 0.8	F = 1	G = -6	H = 3	I = -0.6	J = 14
#19 O=C(COC(=O)Cc1ccc(Br)cc1)Nc1ccc(N2CCOCC2)cc1
  A = nt	B = 5	C = -11	D = -8	E = 1.0	F = 8	G = 11	H = -4	I = i	J = nt
#20 COc1ccc(N(CC(=O)N2CCCCCC2)S(=O)(=O)c2ccccc2[N+](=O)[O-])c(OC)c1
  A = 0	B = 0	C = -7	D = 4	E = 0.1	F = 17	G = 1	H = 4	I = -0.1	J = -20
#21 FC(F)(F)c1cccc(-c2nn[nH]n2)c1
  A = 2	B = -12	C = -4	D = -4	E = 2.2	F = -16	G = -3	H = 6	I = -0.6	J = 2
#22 COc1ccc(C(=O)CC(c2ccccc2)C2CCCCC2=O)cc1 (stereo unspecified)
  A = 2	B = -1	C = -7	D = 6	E = 0.2	F = 6	G = 1	H = 2	I = 1.0	J = 19
#23 CN(CC(=O)Nc1ccc(Cl)cc1)C(=O)c1ccc(COc2ccccc2)cc1
  A = nt	B = -6	C = -4	D = -2	E = 2.8	F = 0	G = -12	H = -5	I = i	J = nt
#24 COc1ccccc1NC(=O)c1ccc(-n2cncn2)nc1
  A = 0	B = -15	C = -8	D = -1	E = 0.8	F = 7	G = 1	H = -7	I = -0.6	J = 17
#25 COc1cc(C(=O)OCC(=O)c2ccccc2)cc2c1OCCO2
  A = nt	B = 0	C = 5	D = -4	E = 1.8	F = 8	G = -5	H = -6	I = -4.2	J = nt
#26 CCN(CC(=O)Nc1ccc(NC(C)=O)cc1)C(=O)c1cccc(-n2cccc2)c1
  A = nt	B = -8	C = nt	D = nt	E = nt	F = 9	G = -2	H = -3	I = -0.5	J = nt
#27 O=C(Nc1ccccc1F)c1cc(S(=O)(=O)N2CCOCC2)ccc1N1CCOCC1
  A = nt	B = 4	C = 0	D = 6	E = 1.6	F = 8	G = nt	H = 0	I = i	J = nt
#28 O=c1[nH]c(Nc2ccccc2Cl)cc2ccccc12
  A = nt	B = -9	C = 94*	D = 4	E = -0.1	F = -12	G = -75	H = 5	I = -1.5	J = nt
#29 Cc1cc(CC(=O)O)c(C)cc1CC(=O)O
  A = 3	B = -1	C = -7	D = 9	E = nt	F = -9	G = 2	H = 5	I = i	J = 17
#30 COc1ccc(-n2nc3cc(C)c(N)cc3n2)cc1Cl
  A = -3	B = -12	C = -22	D = 5	E = -4.8	F = -3	G = 0	H = -21	I = i	J = 8
#31 COC(=O)c1cc(S(=O)(=O)N2CCN(Cc3ccccc3)CC2)c[nH]1
  A = -4	B = -6	C = 5	D = -3	E = -0.6	F = -4	G = -2	H = 1	I = i	J = 38
#32 CC(=O)N1c2ccc(S(=O)(=O)N3CCC(C(=O)NCCc4ccc(Cl)cc4)CC3)cc2CC1C (stereo unspecified)
  A = 0	B = -3	C = 8	D = 0	E = 0.4	F = 17	G = 7	H = 8	I = -0.4	J = 11
#33 Cc1ccc(NC(=O)c2sccc2C)cc1[N+](=O)[O-]
  A = -2	B = 4	C = 1	D = -12	E = nt	F = 5	G = 0	H = 10	I = -2.1	J = -6
#34 Cc1ccc(S(=O)(=O)CCSC(=N)N)cc1
  A = -2	B = -8	C = -9	D = -1	E = 1.4	F = -5	G = 6	H = 4	I = -0.5	J = 23
#35 COc1cccc(C(=O)C2CCCN(C3CCOCC3)C2)c1 (stereo unspecified)
  A = -1	B = 6	C = 0	D = -5	E = 0.9	F = -6	G = 9	H = -4	I = -0.3	J = 3
#36 O=C(CSc1ncn[nH]1)NC1CCCc2ccccc21 (stereo unspecified)
  A = -1	B = -13	C = 8	D = 10	E = 0.4	F = -10	G = 4	H = -14	I = 0.0	J = 19
#37 C=CCn1c(C)cc(C(=O)COC(=O)COc2ccccc2C#N)c1C
  A = -4	B = 24	C = -13	D = 0	E = nt	F = 16	G = -5	H = 2	I = i	J = 12
#38 Cc1cc(C(=O)NNC(=O)COc2ccccc2Cl)n[nH]1
  A = -2	B = -7	C = -2	D = -7	E = 1.6	F = -3	G = 2	H = -5	I = -0.2	J = 51*
#39 COCCN(C(=O)CSc1nnc(-c2ccccc2C)n1C)c1c(N)n(Cc2ccccc2)c(=O)[nH]c1=O
  A = 4	B = -4	C = -10	D = 7	E = -2.6	F = -12	G = -3	H = 0	I = -0.2	J = 22
#40 COc1ccc2cc3c(N)nn(C(=O)c4ccccc4Cl)c3nc2c1
  A = 2	B = -12	C = 6	D = -13	E = 1.1	F = 12	G = -17	H = 11	I = -0.5	J = 6
#41 CC(=O)Nc1ccc(NC(=O)C/C(C)=N/NC(=O)COc2cc(C)c(Br)cc2Br)cc1
  A = 16*	B = nt	C = 18	D = -12	E = 1.2	F = 29	G = 4	H = 9	I = -4.0	J = 20
#42 Cc1cc(C)cc(N2CC(O)Cn3c2nc2c3c(=O)[nH]c(=O)n2C)c1 (stereo unspecified)
  A = -6	B = -12	C = 1	D = 13	E = 0.7	F = -4	G = nt	H = 18	I = i	J = 0
#43 O=C(Nc1nc2c(F)cc(F)cc2s1)C1CCN(C(=O)c2ccc(F)cc2)CC1
  A = nt	B = -5	C = 9	D = 0	E = 1.8	F = -4	G = -11	H = -3	I = i	J = nt
#44 Cc1ccc(-c2nnc(CSc3nnc(C)s3)o2)cc1
  A = 1	B = 1	C = -2	D = 2	E = nt	F = 2	G = 4	H = 6	I = 5.3	J = -10
#45 COc1ccccc1NC(=O)c1ccccc1SC
  A = -2	B = -14	C = 3	D = 0	E = nt	F = -5	G = 3	H = -4	I = i	J = -22
#46 Cc1ccccc1CN1CCN(Cc2ccccc2)CC1
  A = 2	B = -16	C = -8	D = 6	E = 1.0	F = -1	G = 2	H = -7	I = -2.3	J = 15
#47 CCc1nnc(NS(=O)(=O)c2ccc(N/C=C\C(=O)c3ccc4ccccc4c3)cc2)s1
  A = 2	B = 0	C = 13	D = 0	E = 0.7	F = 0	G = -11	H = -9	I = -0.6	J = -14
#48 COc1ccc(N(C(=O)CCl)C(C(=O)NC2CCCCC2)c2cccnc2)cc1 (stereo unspecified)
  A = 21*	B = 7	C = 5	D = -1	E = nt	F = 4	G = -5	H = 18	I = -0.1	J = 4
#49 O=C(c1ccco1)N1CCN(C(=O)c2snc3ccc(Cl)cc23)CC1
  A = -2	B = -12	C = 13	D = -31	E = nt	F = -3	G = -1	H = 2	I = i	J = 36
#50 N/C(CC(=O)Nc1ccc(F)cc1F)=N\OC(=O)c1cccs1
  A = 8	B = i	C = -5	D = 0	E = 1.2	F = -11	G = 6	H = 1	I = -0.4	J = 1

Gathered by group: the entries above containing a thiophene ring, fused or not
Keys – A = 3CLpro inhibitor; B = PriA SSB inh; C = CCHF vOTU inh; D = PrPC surface inh; E = TcdB GH inh; F = Yp Topo-I inh; G = Rv3671c inh; H = MazF activator; I = BH1578 lux ind; J = DUSP3 inh
#33 Cc1ccc(NC(=O)c2sccc2C)cc1[N+](=O)[O-]
  A = -2	B = 4	C = 1	D = -12	E = nt	F = 5	G = 0	H = 10	I = -2.1	J = -6
#50 N/C(CC(=O)Nc1ccc(F)cc1F)=N\OC(=O)c1cccs1
  A = 8	B = i	C = -5	D = 0	E = 1.2	F = -11	G = 6	H = 1	I = -0.4	J = 1
